# From PubChem BioAssay
# DAX1 inh-1: blocks DAX1 repression of SF-1 activated StAR promoter | inhibition, % at 6.8 µM | 1.1% of 370,000 active | AID 652010 | HEK293T StAR-luciferase reporter, SF-1/DAX-1 repression relief;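 active = inhibition above the mean over all tested compounds plus 3 SD, cut at about 3.6% in these data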;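 note: 0% = DAX-1 cells with DMSO and 100% = cells lacking DAX-1 with DMSO; higher inhibition means more luminescence from relief of DAX-1 repression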
# ssDAF-12 act: S. stercoralis DAF-12 activation, primary screen; activation, % at 6.8 µM; 1% of 370,000 active; HEK293 ssDAF-12/GRIP1 lit1-tk-luc reporter, luminescence; % of 3 µM dafachronic acid response;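 active = activation above the mean over all tested compounds plus 3 SD, cut at about 0.9% in these data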;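 note: 0% = DMSO-only wells and 100% = 3 µM delta7-dafachronic acid wells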
# hcDAF-12 act: H. contortus DAF-12 activation, primary screen | 1.4% of 370,000 active | HEK293 hcDAF-12 lit1-tk-luc reporter, luminescence; 0% DMSO, 100% Δ7-dafachronic acid | activation, % at 6.8 µM;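 active = activation above the mean of all tested compounds plus 3 SD, cut at about 5.5% in these data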;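 note: 100% = response to 3 µM Δ7-dafachronic acid high control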
# GC-B act: GC-B (human) receptor activation. HEK293-GC-B cells, CNP EC30, cGMP TR-FRET; 0% at EC30 CNP, 100% saturating CNP. activation, % at 10 µM. 0.11% of 370,000 active;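 active = activation at 10 µM reaching about 35% in either raw or pattern-adjusted values, limit read from the data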
# DAX1 inh-2: NR0B1 (DAX1) inhibition; P51843; HEK293 Gal4-DAX1 luciferase reporter, luminescence; inhibition, % at 6.75 µM; 0.99% of 340,000 active; AID 504766;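 active = inhibition above the mean over all tested compounds plus 3 SD, cut at about 4.2% in these data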;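 note: 0% = DAX1-transfected cells with DMSO and 100% = empty-vector control cells with DMSO; inhibition shows as a rise in luminescence from relieved DAX1 repression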
# NPR1 activator: GC-A (human) enzyme activation; P16066; HEK293 GC-A cells, cGMP TR-FRET, EC30 ANP; 0% at EC30 ANP, 100% saturating ANP; activation, % at 10 µM; 0.14% of 370,000 active; AID 1671463; in the data active = activation above about 40%
# Target sequence (P16066 whole entry, looked up): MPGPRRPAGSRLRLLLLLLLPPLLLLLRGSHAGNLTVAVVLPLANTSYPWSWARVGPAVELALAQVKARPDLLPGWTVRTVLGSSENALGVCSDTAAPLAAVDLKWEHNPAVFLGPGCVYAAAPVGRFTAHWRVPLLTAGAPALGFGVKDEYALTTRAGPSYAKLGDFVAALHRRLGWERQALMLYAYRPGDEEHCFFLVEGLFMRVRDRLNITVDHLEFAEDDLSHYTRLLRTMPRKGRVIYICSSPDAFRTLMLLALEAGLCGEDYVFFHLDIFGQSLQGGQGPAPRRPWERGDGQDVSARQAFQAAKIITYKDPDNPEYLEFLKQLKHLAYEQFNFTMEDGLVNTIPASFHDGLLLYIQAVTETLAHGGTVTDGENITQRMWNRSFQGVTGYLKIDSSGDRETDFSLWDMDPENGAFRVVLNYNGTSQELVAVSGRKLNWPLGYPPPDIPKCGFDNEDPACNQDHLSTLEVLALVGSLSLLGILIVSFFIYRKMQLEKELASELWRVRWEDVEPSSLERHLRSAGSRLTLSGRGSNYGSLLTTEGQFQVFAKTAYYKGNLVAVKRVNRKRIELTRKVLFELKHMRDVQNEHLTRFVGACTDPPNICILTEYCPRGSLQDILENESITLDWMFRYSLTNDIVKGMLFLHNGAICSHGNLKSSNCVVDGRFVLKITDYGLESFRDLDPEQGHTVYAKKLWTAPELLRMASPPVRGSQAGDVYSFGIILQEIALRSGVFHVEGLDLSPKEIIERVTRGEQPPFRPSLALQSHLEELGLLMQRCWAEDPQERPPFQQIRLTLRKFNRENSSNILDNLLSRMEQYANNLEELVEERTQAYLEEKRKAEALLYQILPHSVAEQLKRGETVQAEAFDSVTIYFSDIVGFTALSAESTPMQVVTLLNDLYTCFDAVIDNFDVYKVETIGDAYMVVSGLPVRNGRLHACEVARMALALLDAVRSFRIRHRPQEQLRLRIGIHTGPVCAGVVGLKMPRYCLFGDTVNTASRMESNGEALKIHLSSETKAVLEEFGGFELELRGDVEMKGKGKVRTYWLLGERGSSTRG
# ADAM10 inh: inhibits human ADAM10 | O14672 | recombinant ADAM10, EDANS/DABCYL FRET peptide cleavage, 3 h | inhibition, % at 7 µM | 0.62% of 370,000 active;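 active = inhibition above a per-campaign cutoff equal to the mean of compounds falling between control-based bounds plus 3 SD, cut at about 20% in these data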;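 note: 0% = DMSO wells while the 100% control is not disclosed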
# GAA850 FXN act: activators of GAA850 frataxin (FXN) promoter; 0.56% of 360,000 active; activation, % at 6 µM; HEK293 lucGAA850 FXN promoter luciferase reporter, 24 h; percent of 10 µM SAHA response;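 active = activation above the average of all compounds screened plus 3 SD, cutoff fixed separately per campaign, cut at about 7.5% in these data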;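 note: 0% = DMSO wells and 100% = 10 µM SAHA wells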
# sPLA2-III inh: Blocks human group III sPLA2 activity; AID 743126; inhibition, % at 12.2 µM; 0.56% of 370,000 active; QFRET BODIPY PC-A2 liposome hydrolysis, fluorescence;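 active = inhibition above mean plus 3 SD of compounds lying within the high and low control bounds, cut at about 19% in these data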;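 note: 0% = median of test compound wells and 100% = no enzyme DMSO wells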
# hgDAF12 agonist: activates the H. glycines DAF-12 receptor ligand-binding domain. HEK293 GAL4-hgDAF12 UAS-luciferase reporter, agonist luminescence; normalized to butyrate control. activation, % at 6.8 µM. 1.8% of 370,000 active;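 active = activation above a cutoff set at the mean of all screened compounds plus 3 SD, cut at about 10% in these data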;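 note: 0% = DMSO wells and 100% = sodium butyrate wells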
# SMARCA2 activ: SMARCA2 function activation, primary screen | MG213 cells, MMTV-luciferase reporter, dexamethasone, overnight | activation, % at 9.1 µM | 1% of 370,000 active; in the data active = activation above about 7.8%;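 note: 0% = vehicle wells and 100% = reference activator wells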
# * hit, by the source's call; · = not tested or not shown.
SMILES,DAX1 inh-1,ssDAF-12 act,hcDAF-12 act,GC-B act,DAX1 inh-2,NPR1 activator,ADAM10 inh,GAA850 FXN act,sPLA2-III inh,hgDAF12 agonist,SMARCA2 activ
O=C(c1ccccc1)C1CCN(C(=O)C2CCC(=O)N(Cc3ccccc3F)C2)CC1 (stereo unspecified),-1.7,-1.4,0.7,1,0.3,0,-1,0.1,0,-1.1,-1
CC1CN(S(=O)(=O)N2CCOCC2)CCN1S(=O)(=O)N1CCOCC1 (stereo unspecified),-0.4,-1.0,-1.3,4,-0.4,4,-8,0.3,-3,-1.7,1
CN1CCN(S(=O)(=O)c2ccc(NC(=O)c3ccccc3F)cc2)CC1,0.1,-1.8,-0.7,0,0.5,0,-3,0.5,-3,-1.0,-3
Cc1ccc(CN2CCC(C(=O)NCCC(C)C)CC2)o1,0.3,-1.3,-1.6,-1,0.2,0,6,-0.9,0,-0.7,0
COC(=O)CNC(=O)c1cccc(Cl)c1,0.2,-1.3,-0.8,0,2.5,2,7,1.7,6,-0.1,3
COc1ccc(C(=O)C(C)OC(=O)CNC(=O)c2ccco2)cc1 (stereo unspecified),1.9,-1.1,-0.9,-1,-0.5,0,-10,1.2,6,0.7,-4
O=C(COC(=O)c1cc(Cl)ccc1O)NC(=O)NCc1ccccc1,-1.4,-1.3,-1.4,-2,-0.3,1,-17,0.0,0,1.8,6
Cn1c(=O)c(=O)n(C)c2cc(S(=O)(=O)NCCN3CCN(c4ccccc4F)CC3)ccc21,1.1,-1.8,0.7,-2,-0.1,5,-10,0.1,2,1.9,-5
O=C(CSc1nc2nc(-c3cccs3)cc(C(F)(F)F)c2c(=O)[nH]1)Nc1c(F)c(F)c(F)c(F)c1F,-0.1,-0.6,-0.9,-1,1.4,-6,-12,0.0,3,-0.3,-2
CC1(C)C(C(=O)OCC(Cl)(Cl)Cl)N2C(=O)C(NC(=O)Cc3ccccc3)C2S1=O (stereo unspecified),-1.2,-0.6,-2.1,11,0.1,4,4,0.3,5,-2.6,-2
CN(CC(=O)Nc1ccc(Cl)c(Cl)c1)C(=O)C12CC3CC(CC(C3)C1)C2,-0.2,-1.1,0.8,-8,-0.6,2,4,2.1,4,-0.1,5
COCCCNC(=O)C1=CCN(S(=O)(=O)c2ccc(C)cc2)CC1,-0.2,-1.3,0.0,0,0.1,1,-3,-0.8,-1,0.5,0
O=C(CSc1nnc(-c2ccccn2)n1Cc1ccccc1)N1CCCC1,0.6,-1.4,-0.3,-1,-0.7,0,13,-0.8,1,-1.2,1
NC(=O)c1nsc(C(=O)N(Cc2ccco2)C(C(=O)NCc2ccc(F)cc2)c2ccc(O)cc2)c1N (stereo unspecified),-1.3,-1.6,-2.2,-9,-2.9,-21,-102,-5.8,-17,-3.5,-2
CC1=C(C(=O)Nc2ccccn2)C(c2ccc(F)cc2)n2ncnc2N1 (stereo unspecified),0.6,-0.7,4.7,1,1.0,-2,-15,1.6,-10,7.4,4
CC(C)(C)C(=O)C1=C(O)C(=O)N(Cc2ccccc2)C1c1ccccc1F (stereo unspecified),-0.1,-0.6,-1.9,7,0.1,4,-2,-2.6,6,-0.5,-1
O=C1NC(Cc2ccccc2)c2nc3cc(F)ccc3c(=O)n2-c2cc3ccccc3cc21 (stereo unspecified),-4.2,-0.8,2.3,5,-0.7,-8,6,-7.0,-2,2.7,-3
CC(C)OC(=O)c1cccc(C(=O)Nc2cccc(NC(=O)c3cccc(C(=O)OC(C)C)n3)n2)n1,-0.2,-2.3,-0.1,12,-0.4,0,-10,0.1,12,-2.2,-3
CSc1nc2ccccc2nc1N(C)S(=O)(=O)c1ccc(C)cc1,-1.0,-0.7,0.7,5,3.4,-3,-8,-0.8,-6,6.2,-1
O=C(O)C1C2CCC(C2)C1C(=O)NCCCn1ccnc1 (stereo unspecified),-0.1,-1.1,-0.1,3,1.3,4,-9,0.8,6,-1.6,-5
Cn1cccc1C(=O)OCC(=O)NNC(=O)c1ccc([N+](=O)[O-])cc1,-1.9,-1.1,-2.1,-1,0.3,2,-7,0.3,-3,1.8,-1
O=C(Nc1cccnc1)c1cc(-c2ccc3c(c2)OCO3)on1,0.0,-0.3,1.0,0,1.7,3,5,2.5,3,7.2,6
CNC(=O)CSc1nnc(-c2ccc(S(=O)(=O)N3CCCC3)cc2)n1-c1cccc(C)c1C,-1.1,-1.6,-1.5,1,-0.5,0,3,-1.4,-6,-0.4,0
COC(C(=O)Nc1ccc(S(=O)(=O)N2CCCCC2)cc1)c1ccccc1 (stereo unspecified),-0.1,-1.4,-2.5,0,-0.1,2,-11,0.7,-6,2.0,-1
CCc1cccc(NC(=O)CS(=O)Cc2nc(-c3ccc(C)cc3)oc2C)c1 (stereo unspecified),-0.6,-0.5,3.6,-3,-0.1,-5,-4,-1.4,-23,-0.7,-3
Cn1c(=O)n(C)c2cc([N+](=O)[O-])c(N3CCN(C(=O)c4ccccc4Br)CC3)cc21,-2.1,-2.9,-4.1,-2,-3.3,4,2,3.0,-6,-6.2,-1
CC(C)Nc1nnc(SC(C)C(=O)NCc2ccc3c(c2)OCO3)s1 (stereo unspecified),0.2,-1.9,-1.6,-1,0.1,3,-1,-0.1,5,-1.7,-3
NC(=O)C1CN(C(=O)c2nn(Cc3ccccc3)c(=O)c3ccccc23)c2ccccc2O1 (stereo unspecified),2.3,-1.5,-0.5,-6,-2.0,-9,-1,-2.9,-6,-1.3,-3
CCc1ccc(Oc2c(Cl)cnn(-c3ccc(C)cc3)c2=O)cc1,·,-1.8,-0.1,12,·,11,-6,·,1,0.5,·
CSc1cccc(CN2CCN(Cc3ccccc3)C(CCO)C2)c1 (stereo unspecified),0.1,-0.7,-0.2,2,-0.9,-1,-5,-1.6,1,0.8,2
COc1ccc(-c2nc(N=Nc3ccc(O)cc3)n[nH]2)cc1,-0.1,-1.1,-2.4,-3,-0.6,0,13,0.3,-21,6.0,-1
COc1ccccc1NC(=O)c1ccc(NC(=O)C2CC2C)cc1 (stereo unspecified),0.2,-0.9,-1.7,1,-0.2,-1,-4,-0.2,4,-1.3,-1
CC(C)(C)OC(=O)CN1C(=O)C(Sc2n[nH]c(-c3ccccc3)n2)CCc2ccccc21 (stereo unspecified),-1.1,-2.3,2.3,-11,-2.6,-20,3,-0.6,-41,-5.2,-3
COCCn1nnnc1C(c1ccccc1Cl)N1CCN(c2ccccc2OC)CC1 (stereo unspecified),-0.7,-0.8,-0.4,0,0.3,2,5,2.3,9,2.2,0
CCN(CC)S(=O)(=O)c1ccc(N/N=C(\C)c2ccc(OC)cc2O)nc1,-1.2,-2.4,-3.1,0,-1.2,1,4,-2.0,-20,-7.0,-6
O=C(NCCN1CCOCC1)c1ccccc1OCc1ccccc1,0.1,-1.4,-0.1,-2,0.0,-3,-19,0.5,9,1.0,-3
Cc1ccc(SCCSc2nc(N)cc(=O)[nH]2)cc1,-0.2,-1.7,0.2,-3,0.1,0,-10,0.9,9,-1.8,-4
Cc1nn(CC(=O)c2ccccc2Cl)c(C)c1[N+](=O)[O-],0.8,0.0,1.7,4,0.3,-3,5,3.9,-30,7.5,1
O=[N+]([O-])c1cccc(-c2ccc3nnc(SCc4cccnc4)n3n2)c1,-0.9,-1.8,1.5,5,1.0,2,-11,0.8,4,3.0,-4
Cc1ccc(C(=O)OCC(=O)NCc2cccs2)cc1,0.4,-1.1,-0.5,3,0.4,5,-8,1.8,-6,0.9,1
CCOc1ccccc1NS(=O)(=O)c1ccc(-c2cnc(C3CC3)o2)cc1,0.1,-0.7,-1.8,-6,-0.9,-15,7,0.3,-20,-3.5,-2
O=C(c1cc([N+](=O)[O-])ccc1N1CCOCC1)N1CCCC1,-0.2,-1.4,-3.3,-1,1.7,-1,4,1.4,-4,0.8,0
CC1=C(C)C(O)N(Cc2ccccc2)C1=O (stereo unspecified),-0.4,-0.9,-0.1,5,-0.3,-3,-1,1.0,-3,-0.5,1
Cc1cccc(NC2=NCC(=O)N2Cc2ccccc2)c1,0.0,-0.3,0.8,3,-0.9,6,3,0.2,10,1.0,-2
CC1(Cc2ccc3ccccc3n2)C(=O)Nc2ccc(OC(F)(F)F)cc21 (stereo unspecified),-2.8,-2.6,-6.3,-13,·,-22,-8,1.8,-8,-15,-7
COCCC(=O)N1CCCC(C(=O)c2ccc3c4c(cccc24)CC3)C1 (stereo unspecified),-0.2,-1.2,-0.8,6,-0.1,0,-200,-4.4,-3,-3.0,-3
COC(=O)CNC(=O)CN1C(=O)N(c2cccc(Cl)c2)C(N(O)C(=O)Nc2cccc(Cl)c2)C1(C)C (stereo unspecified),-0.5,-0.9,-1.9,0,-0.2,-2,4,0.3,-40,-1.7,0
CCN(CC)c1ccc(/C=N/NC(=O)CNC(=O)c2ccccn2)cc1,-0.9,-0.7,0.4,-4,-0.8,2,-175,2.9,19,2.9,-4
Cc1nc2ccc(-c3nc4ccccc4[nH]3)cc2[nH]1,5.6*,0.4,8.3*,-6,0.1,6,-130,7.8*,10,19*,16*
O=C(O)c1cc(N2CCCCC2)nc2ccccc12,-0.5,-0.5,-0.4,4,·,-2,-328,0.2,12,-1.9,0
COc1ccc(CN2C3CCCC2CC(NC(=O)Nc2ccccc2C)C3)cc1 (stereo unspecified),-0.2,-0.5,-0.7,-3,1.4,-11,0,-0.3,-2,-0.5,-5
CN(C)S(=O)(=O)c1ccc(SCC(=O)Nc2cccc(S(=O)(=O)N3CCCC3)c2)nc1,-1.5,-1.5,-2.2,1,-0.9,-8,-4,1.3,-19,3.1,-2
COc1cc(Br)cc(C=Nc2cccc(C(F)(F)F)c2)c1O,-0.3,-0.8,0.5,0,-0.2,-2,3,-1.5,0,1.9,5
CSc1ccccc1C(=O)N1CCC2(CC1)CC(=O)c1ccccc1O2,0.3,-1.2,-1.8,-1,1.1,-6,-69,-1.2,0,4.2,-1
Cc1ccc(Nc2c([N+](=O)[O-])ccc3nonc23)c(C)c1,0.2,-1.3,-1.1,-10,0.0,-15,0,0.8,9,0.9,0
Fc1ccc(-c2csc3nnc(SCc4cccnc4)n23)cc1,-0.8,-1.5,0.0,-2,1.3,3,-17,3.0,4,0.2,0
